Source: PubChem (several laboratories)
TNAP act hi DEA = TNAP activators at high phosphate acceptor level, primary screen, biochemical, luminescence, uHTS; activation factor at 20 µM; purified TNAP, CDP-star luminescence, 1 M DEA, 30 min; hits give high values; 0 = EDTA background, 1 = DMSO-only activity; 200,000 tested, under 10 active; Alkaline phosphatase, tissue-nonspecific isozyme (Homo sapiens), P05186;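 active = activation factor at least 2 at 20 µM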
Target sequence (P05186 whole entry, looked up): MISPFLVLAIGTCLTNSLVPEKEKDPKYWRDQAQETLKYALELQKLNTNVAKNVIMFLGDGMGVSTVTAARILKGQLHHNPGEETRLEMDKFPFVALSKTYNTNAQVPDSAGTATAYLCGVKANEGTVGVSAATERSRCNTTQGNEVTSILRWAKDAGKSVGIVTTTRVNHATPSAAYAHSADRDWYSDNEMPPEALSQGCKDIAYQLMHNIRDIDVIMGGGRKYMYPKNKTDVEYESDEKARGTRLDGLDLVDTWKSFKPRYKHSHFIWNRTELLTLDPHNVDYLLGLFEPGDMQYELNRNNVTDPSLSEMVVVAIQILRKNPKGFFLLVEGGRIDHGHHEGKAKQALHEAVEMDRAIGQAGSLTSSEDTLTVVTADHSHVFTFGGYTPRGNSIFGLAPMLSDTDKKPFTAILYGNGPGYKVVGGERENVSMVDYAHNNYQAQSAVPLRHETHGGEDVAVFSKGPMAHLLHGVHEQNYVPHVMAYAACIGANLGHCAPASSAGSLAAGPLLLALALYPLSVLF
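system = human TNAP | amount = enzyme diluted 1/800 final | reagent = 100 µM CDP-star substrate | signal = luminescent substrate turnover signal | dosing = one dose, 20 µM | benchmarks = EDTA negative control, DMSO positive control | measure = activation factor | timing = 30 min reaction, room temperature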
Diaph inh CS = diaphorase inhibitors and chemical oxidizers, primary screen, counter-screen for diaphorase-coupled primary assays, biochemical, uHTS, resorufin fluorescence; diaphorase resazurin-to-resorufin fluorescence, NADH, 16 min; bacterial (C. kluyveri) enzyme, not human; 0.69% of 190,000 active; AID 1217, 2008; inhibition, % at 20 µM;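 active = primary screen inhibition at 20 µM above a set limit, cut at about 50% in these data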;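 note: plate controls were DMSO with full reaction for no effect and wells lacking NADH for full effect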
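Test system: bacterial diaphorase enzyme (C. kluyveri); Quantity: 0.14 U/mL diaphorase, enzyme working solution; Times: reaction incubation of 16 min at room temperature; Measured by: fluorescence of resorufin formed from resazurin, Ex 544/Em 590 nm; Benchmarks: positive control minus NADH, DMSO neutral control.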
G6PDH counter = L. mesenteroides G6PDH inhibitors, counter-screen for G6PDH-coupled screening assays, biochemical, Leuconostoc mesenteroides enzyme; Purified L. mesenteroides G6PDH, diaphorase/resazurin coupled fluorescence, 45 min; glucose-6-phosphate dehydrogenase [Leuconostoc mesenteroides]; inhibition, % at 5 µM; 0.12% of 200,000 active; AID 1020, 2008; in the data active = inhibition above about 50%
FLuc stim CS = FLuc activators, initial screening, artefact control for FLuc-dependent activation tests, biochemical, ATPlite luminescence; activation factor at 10 µM; 200,000 tested, under 10 active; Luciferin 4-monooxygenase (Photinus pyralis), P08659; ATPlite luciferase biochemical, 10 min; 0 = ATP-free wells, 1 = DMSO control;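 active = luciferase activation factor, scaled between plate controls, of at least 2 with compound at 10 µM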
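System: Luciferase/luciferin detection reagent, cell-free biochemical luciferase assay | Medium: PBS buffer for ATP | Dosing: Test compounds dosed from 2 mM stocks in 100% DMSO | Timing: 10 min at ambient temperature | Signal: Luminescence measurement of luciferase light output | Evaluation: Luciferase activation, seen as luminescence increase over controls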
TNAP inh hiacc = human TNAP enzyme inhibitors, primary screen, biochemical, luminescent, high phosphate acceptor level, uHTS | Alkaline phosphatase, tissue-nonspecific isozyme (Homo sapiens), P05186 | purified TNAP, CDP-star luminescence, 1 M DEA | inhibition, % at 20 µM | 0.03% of 200,000 active;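 active = over 50% inhibition of tissue-nonspecific alkaline phosphatase at 20 µM in the single-dose screen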;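 note: plate controls were DMSO wells for no effect and EDTA-quenched wells as full inhibition for full effect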
Diaph act CS = compounds boosting diaphorase resazurin reduction – biochemical, uHTS, resorufin fluorescence, counter-screen for diaphorase-coupled primary assays, primary screen. Diaphorase/resazurin coupled assay, 16 min; hits give high values; 1 = vehicle wells, 0 = NADH-free wells. activation factor at 20 µM. 0.005% of 190,000 active. AID 1229, 2008;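 active = diaphorase activity raised at least twofold by the compound at 20 µM; inactive = activation factor below 2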
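Material: purified diaphorase enzyme from Clostridium kluyveri; Also added: 0.114 mM NADH and 0.1 mM resazurin, final amounts; Doses: single compound dose of 20 µM, 1% DMSO final; Times: 16 min enzyme reaction, ambient temperature; Detection: resorufin fluorescence, excitation 544 nm, emission 590 nm; Measure: increased resorufin signal from activators or reducing compounds.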
PMI activator = activators of human PMI, primary screen, biochemical, fluorescence intensity, near-Km mannose 6-phosphate; 0.005% of 190,000 active; activation factor at 20 µM; purified human PMI, coupled resazurin fluorescence, 20 min; hits give high values; 1 = vehicle control, 0 substrate-free wells;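 active = activation factor of 2 or more at 20 µM, relative to plate controls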
Target sequence (P34949 whole entry, looked up): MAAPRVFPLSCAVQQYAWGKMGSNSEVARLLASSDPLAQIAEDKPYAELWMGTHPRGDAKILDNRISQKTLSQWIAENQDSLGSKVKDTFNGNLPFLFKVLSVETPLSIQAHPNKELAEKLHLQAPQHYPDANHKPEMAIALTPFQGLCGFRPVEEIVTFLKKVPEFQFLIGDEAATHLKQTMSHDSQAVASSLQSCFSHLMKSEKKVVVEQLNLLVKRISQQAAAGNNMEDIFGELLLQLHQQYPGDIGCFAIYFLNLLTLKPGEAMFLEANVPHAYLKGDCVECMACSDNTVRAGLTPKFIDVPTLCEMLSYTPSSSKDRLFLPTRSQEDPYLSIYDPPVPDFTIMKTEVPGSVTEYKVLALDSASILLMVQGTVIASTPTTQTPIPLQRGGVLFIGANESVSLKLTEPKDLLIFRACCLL
TNAP inh noacc = human TNAP enzyme inhibitors, primary screen, biochemical, luminescent, no phosphate acceptor, uHTS | 0.26% of 200,000 active | purified TNAP, CDP-star luminescence, 30 min | inhibition, % at 20 µM | AID 1012, 2008;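 active = tissue-nonspecific alkaline phosphatase inhibition above about 50% at 20 µM in the single-dose screen, limit read from the data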;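 note: 0% = DMSO negative control and 100% = EDTA positive control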
PMI act satM6P = human PMI activators, high substrate, primary screen, biochemical, fluorescence intensity, near-saturating mannose 6-phosphate | 0.34% of 190,000 active | coupled PMI enzyme assay, resazurin fluorescence, 20 min; hits give high values; 1 = untreated enzyme, 0 = substrate-free blank | Mannose-6-phosphate isomerase (Homo sapiens), P34949 | AID 1216, 2008 | activation factor at 20 µM;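 active = activation factor of 2 or more at 20 µM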
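Test system – human PMI in coupled enzyme assay · Timing – 20 min incubation at room temperature · Detection – Diaphorase-driven resazurin-to-resorufin fluorescence, excitation 544, emission 590 nm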
HMGR II inh = inhibitors of E. faecalis class II HMGR, primary screen, biochemical, Enterococcus faecalis; 0.41% of 190,000 active; HMG-CoA reductase (Enterococcus faecalis, mvaE); purified E. faecalis HMGR, NADPH absorbance 340 nm kinetic; inhibition, % at 10 µM;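 active = inhibition above a set limit, the median over all tested compounds plus 3 SD, cut at about 9.5% in these data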;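 note: enzyme runs in reverse so mevalonate oxidation gives rising NADPH absorbance; 0% = complete reaction with DMSO and 100% = background rate lacking mevalonate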
Active calls of the source: *; · = no result given. Rows are unselected; 1.7% or so of the library scored in one or more.

SMILES	TNAP act hi DEA	Diaph inh CS	G6PDH counter	FLuc stim CS	TNAP inh hiacc	Diaph act CS	PMI activator	TNAP inh noacc	PMI act satM6P	HMGR II inh
Cc1ccccc1-c1nn(-c2ccc(F)cc2F)cc1CNCCCN(C)C	1.1	-56	11	1.1	-7	1.6	0.9	-10	1	-7
O=C(O)C1=C[C@@H](c2ccccc2)C[C@@H](OCc2ccc(CO)cc2)O1	1	-7	13	1	-4	1.1	1.2	-1	1.1	-4
Cc1ccc(-c2nnc(N)s2)cc1	1.1	-17	10	0.6	-6	1.2	1.1	-4	1.1	0
Cc1noc(NS(=O)(=O)c2ccc(NC(=O)CSc3nnc4c(n3)[nH]c3ccccc34)cc2)c1C	1	65*	-2	1	-3	0.4	0.9	17	0.9	3
CCCNC(=O)CN(c1ccc(F)cc1)S(=O)(=O)c1ccc2c(c1)OCCO2	1.1	21	-3	1	-6	0.8	1	-19	0.9	-1
Cc1noc(C)c1COc1ccc(C(=O)NCc2ccccn2)cc1	1	3	0	1.1	-4	1	0.9	-11	1	-3
NC(N)=NNC(=O)c1ccccc1Cl	1	10	2	1	-4	0.9	0.9	46	0.9	-2
Cc1c(C(=O)O)sc2nc3n(c(=O)c12)CCC(C)CC3 (stereo not drawn)	1	4	4	1.1	0	1	1.1	-10	1.1	-10
CC(=O)NC1(c2ccccc2)CCN(c2cc(C)nc(-c3ccccc3)n2)CC1	1	6	20	1	-1	0.9	0.9	-4	0.9	-6
Cn1nccc1C(=O)N1CCc2c([nH]c3ccccc23)C1c1ccc(F)cc1 (stereo not drawn)	1	11	-1	1	-4	0.9	0.9	-12	0.9	-6
CCCC(=O)Nc1ccccc1-c1nnn(CC(=O)Nc2ccc(OCC)cc2)n1	1	-6	10	1	-3	1.1	1.1	-7	1.1	-7
O=C(c1ccc(N2C(=O)C3CC=C(Cl)CC3C2=O)cc1)N1CCCCC1 (stereo not drawn)	1	5	9	1	2	0.9	0.9	-8	1	-1
C/C(=N\NC(=O)CSc1nc2ccccc2[nH]1)c1ccncc1	1	36	2	1	-2	0.6	1	-12	0.9	2
CC(C)NC(=O)Nc1cccs1	1	11	8	1.1	-3	0.9	1.1	-9	1.1	3
COc1cc(/C=C/C(=O)OCC(=O)NCC2CCCO2)ccc1OCC#N (stereo not drawn)	1	9	9	1.1	0	0.9	1	-9	1	4
COc1ccc(N=C(N)SCc2ccccn2)cc1	1	2	4	1	-4	1	1.1	30	1	0
Cc1ccc(C(=O)C(OC(=O)c2cnccn2)c2ccccc2)cc1C (stereo not drawn)	1	17	2	1	-3	0.8	0.9	-8	0.9	-2
COc1ccc2cc(Br)ccc2c1CC(=O)NCC1CCCO1 (stereo not drawn)	1	14	5	1	-1	0.9	0.9	-12	1	-7
c1ccc(-c2noc(CN3CCc4sccc4C3)n2)cc1	1	26	12	1	-4	0.7	0.8	-8	0.8	2
CN(c1ccccc1)S(=O)(=O)c1cccc(C(=O)NNC(=O)c2ccccc2)c1	1	10	5	1	1	0.9	0.9	-28	0.9	-3
Cc1ccc(NC(=S)C2=C(O)c3ccccc3N(C)S2(=O)=O)cc1	1	28	2	0.6	-1	0.7	0.9	-11	0.9	4
O=C(Cn1nc(C(=O)O)c2ccccc2c1=O)NCc1ccco1	1.1	7	3	1.1	-6	0.9	1.1	-12	1	0
CN(C)/C=C/C(=O)c1cccc(Cl)c1	1.1	2	29	1	-6	1	0.9	6	0.9	-5
CC(C)COC(=O)NCCOC(=O)Nc1cccc(Cl)c1	1	9	11	1.1	-2	0.9	1	-11	1	0
Cn1c(NC(=O)C[n+]2cc(-c3ccccc3)n3c2CCC3)cc(=O)n(C)c1=O	1	8	-6	1	1	0.9	1.1	-6	1.2	-7
CCOC(=O)N1CCN(C(=O)c2ccccc2NC(=O)c2ccc(OC)cc2)CC1	1	10	29	1	-2	0.9	0.9	-3	0.9	-1
CC1C(c2ccccc2)C(C#N)(C#N)C2(C#N)C(=O)NC1(N)C2C (stereo not drawn)	1	-3	1	1	-3	1	1.1	-13	1.1	3
CNS(=O)(=O)c1ccc2c(c1)oc(=O)c1cc(S(=O)(=O)NC)ccc12	1	5	6	1.1	-2	0.9	1.2	-9	1.1	0
CCCn1nc2cc(C(=O)NCC34CC5CC(CC(C5)C3)C4)ccc2c1OCC	1	2	5	1	-2	1	1.1	-2	1.2	-6
CCOc1cc(C2C3=C(CCCC3=O)N(C)C3=C2C(=O)CCC3)cc(Cl)c1O	1	20	6	1	2	0.8	1.1	-7	0.9	2
CCOc1cc2[nH]c(=S)n(CCN3CCCCC3C)c(=O)c2cc1OCC (stereo not drawn)	1	12	2	1	3	0.9	0.8	1	0.8	0
CCC(=O)N1CCc2cc(S(=O)(=O)NC(Cc3ccccc3)C(=O)NC3CCCCC3C)ccc21 (stereo not drawn)	1.1	0	11	1	-8	1	1	-12	1.1	-3
CCn1c(SCC(=O)NCCc2ccccc2)nnc1C(C)C	1	0	9	1.1	-4	1	1.1	-11	1.2	-3
NC(=O)c1ccc(SCC(=O)NC2CCCCC2)c([N+](=O)[O-])c1	1	8	3	1	0	0.9	1.1	-7	1	5
CC(C)CC(=O)Nc1nnc(-c2ccco2)s1	1	14	0	0.9	-5	0.9	1	-14	1	-4
O=C(O)c1ccc2c3c(cccc13)C(=O)N(c1cccc3ccccc13)C2=O	1	·	19	1.1	-1	·	·	-7	·	-2
FC(F)(F)c1cccc(NC(=S)N(CCCN2CCCC2)Cc2cccn2Cc2ccc(Cl)cc2)c1	1	-10	3	1.1	-5	1.1	0.9	-14	0.9	-3
CCOC(=O)c1ccc(-n2ccnc2)c(NC(=O)c2ccc(Cl)cc2)c1	1	10	4	1	0	0.9	0.9	2	0.9	4
COc1cccc(OCC(=O)NNC(=O)c2ccc(-c3ccccc3)cc2)c1	1	-6	4	1	3	1.1	0.9	-8	1	-3
CCOC(=O)Nc1cc(C)c(Cl)cc1OC	1.1	22	-1	1	-6	0.8	0.9	-13	0.9	0
CC1(C)CC(=NOC(=O)c2ccccc2)CC(C)(C)N1O	1	20	3	1.1	-3	0.8	0.8	-13	0.9	-1
Cc1nn(CC2CC2)c(=O)n1-c1cccc(Cl)c1	1.1	6	10	1	-6	0.9	1	-14	1	-1
O=C1CN(c2ccc(Cl)cc2)C(=O)CN1NC(=S)Nc1ccc(Cl)cc1	1.1	19	-4	1.1	-7	0.8	1	-15	1	-1
CCOc1ccc(NC(=O)[C@@H](NC(=O)c2ccccc2)[C@@H](C)CC)cc1	1	7	12	1.1	-3	0.9	0.9	-10	1.1	-5
C/C(=N\Nc1nc(-c2ccccc2O)nc2ccccc12)c1ccccc1	1.1	9	11	0.7	-8	0.9	0.9	-9	0.9	-1

Compound profiles, as listed above. Values in the order: TNAP act hi DEA, Diaph inh CS, G6PDH counter, FLuc stim CS, TNAP inh hiacc, Diaph act CS, PMI activator, TNAP inh noacc, PMI act satM6P, HMGR II inh
Cc1ccc(NC(=S)C2=C(O)c3ccccc3N(C)S2(=O)=O)cc1 is listed with 1, 28, 2, 0.6, -1, 0.7, 0.9, -11, 0.9, 4
Cc1ccc(C(=O)C(OC(=O)c2cnccn2)c2ccccc2)cc1C (stereo not drawn) is listed with 1, 17, 2, 1, -3, 0.8, 0.9, -8, 0.9, -2

Later entries
SMILES	TNAP act hi DEA	Diaph inh CS	G6PDH counter	FLuc stim CS	TNAP inh hiacc	Diaph act CS	PMI activator	TNAP inh noacc	PMI act satM6P	HMGR II inh
Cc1nc(NC(=O)COc2ccccc2)sc1C(=O)Nc1cccc(Cl)c1	1	16	0	1	-1	0.8	0.9	-12	0.9	·
COc1ccc(-c2nnc(SCC(=O)Nc3sc4c(c3C#N)CCC4)n2CC2CCCO2)cc1 (stereo not drawn)	0.9	15	3	1	7	0.9	0.9	1	0.9	-9
Cc1ccc(C(=O)Nc2nnc(-c3ccco3)o2)cc1C	1	4	-10	0.8	-2	1	1	-43	1.1	-7
S=C(NCCN1CCOCC1)Nc1ccc(-c2nc3ccccc3[nH]2)cc1	1	22	1	0.9	-5	0.8	0.9	-4	0.9	4
O=C(/C=C/c1ccccc1)N1CCN(c2ccc([N+](=O)[O-])c(N3CCOCC3)c2)CC1	0.9	11	4	1	8	0.9	0.8	7	0.9	-4
Cc1ccc(C(=O)N2CCN(S(=O)(=O)N3CCOCC3)CC2)cc1	1	14	18	1	-1	0.9	0.8	-4	0.9	-3
O=C(O)c1cccc(NS(=O)(=O)/C=C/c2ccccc2)c1	1.1	12	-4	1.1	-5	0.9	1	-15	1.1	-5
C/C=C(\C)C(=O)NCCN1C2=NC[C@@H](C)N2C[C@H]1Cc1ccc(O)cc1	1.1	17	14	1.1	-6	0.8	0.9	-12	0.9	-2
COc1cccc(C(C(=O)NC2CCCC2)N(Cc2ccccc2OC)C(=O)c2ccco2)c1 (stereo not drawn)	1	-5	10	1	-5	1.1	1	-10	1	-2

3 of the entries above in order of their number in PMI activator, smallest number first:
smiles	TNAP act hi DEA	FLuc stim CS	TNAP inh hiacc	PMI activator	TNAP inh noacc	PMI act satM6P	HMGR II inh
O=C(/C=C/c1ccccc1)N1CCN(c2ccc([N+](=O)[O-])c(N3CCOCC3)c2)CC1	0.9	1	8	0.8	7	0.9	-4
S=C(NCCN1CCOCC1)Nc1ccc(-c2nc3ccccc3[nH]2)cc1	1	0.9	-5	0.9	-4	0.9	4
O=C(O)c1cccc(NS(=O)(=O)/C=C/c2ccccc2)c1	1.1	1.1	-5	1	-15	1.1	-5

Look-ups from the results shown.
In TNAP inh hiacc, C/C=C(\C)C(=O)NCCN1C2=NC[C@@H](C)N2C[C@H]1Cc1ccc(O)cc1 is listed with -6
In TNAP inh hiacc, COc1cccc(C(C(=O)NC2CCCC2)N(Cc2ccccc2OC)C(=O)c2ccco2)c1 (stereo not drawn) is listed with -5
